mouse EphA4 binding = EphA4 ligand-binding antagonists – biochemical, colorimetric, mouse EphA4, primary screen (AID 689). EphA4-AP binding to KYL peptide, pNPP A405; higher % means a stronger effect. inhibition, % at 10 µM, or IC50 in µM where a hit was titrated. 0.1% of 62,000 active; in the data active = a potency from the dose series; inactive = the rest, 99 in 100 with inhibition below about 22%
Starred values were filed as active, the others as inactive; & = joins results of further samples. Only part of the results is shown, so the mix of outcomes need not match the whole.

SMILES	mouse EphA4 binding
Cc1cccc(OCC(O)Cn2c(NCc3cccnc3)nc3c2c(=O)[nH]c(=O)n3C)c1 (stereo not drawn)	-10%
Cc1ccc(C2CC(C(F)(F)F)n3nc(C(=O)Nc4cc(C(F)(F)F)ccc4Cl)cc3N2)cc1 (stereo not drawn)	3%
COc1cccc(C2C=C(c3cccs3)Nc3ncnn32)c1OC (stereo not drawn)	1%
Cc1cc(C)nc(SCc2nnc(SCC(=O)Nc3ccccc3C)n2Cc2ccco2)n1	15%
O=C(C1=C(O)C(=O)N(CCCN2CCOCC2)C1c1ccccn1)c1cc2ccccc2o1 (stereo not drawn)	-8%
O=C(O)C1C2C=CC3(CN(Cc4ccccn4)C(=O)C13)O2 (stereo not drawn)	-12%
O=C1CC(c2ccccc2)CN1S(=O)(=O)c1ccccc1 (stereo not drawn)	-5%
CCOC(=O)Cc1csc(SCC(=O)/C(C#N)=C(\C)N)n1	-7%
CCOC(=O)c1ccccc1NC(=O)/C=C/c1cc(OC)c(OC)c(OC)c1	-4%
Cc1oc2c(CN3CCCC3)c(O)ccc2c(=O)c1-c1nc2ccccc2s1	-9%
CCC(C)NC(=O)CSc1nnc(-c2cc(-c3cccs3)nc3ccccc23)o1 (stereo not drawn)	3%
CC1CCc2sc3nc(N4CCN(CCO)CC4)n4ncnc4c3c2C1 (stereo not drawn)	2%
COc1cccc(C2C(C(=O)Nc3ccccc3)=C(C)N=c3s/c(=C/c4ccccc4OC)c(=O)n32)c1 (stereo not drawn)	13%
COc1ccc(CCN(C)CCN2C(=O)c3ccccc3C2=O)cc1OC	-12%
CCCC(=O)Nc1cc(-c2cn3cccnc3n2)ccc1OC	-13%
Cc1ccc(C(=O)OCC(=O)N2CCc3ccccc32)cc1	4%
COCCn1c(-c2cccs2)nc2c(c(=O)c3ccccc3n2C)c1=O	-12%
C=CCNC(=O)CN(c1cccc(Cl)c1)S(=O)(=O)c1ccccc1	0%
Cn1c(NCc2ccco2)nc2c1c(=O)n(Cc1ccc(Cl)c(Cl)c1)c(=O)n2C	-21%
CCC(C)[C@H](NC(=O)NCc1ccccc1)C(=O)O (stereo partly drawn)	-15%
Cn1c(=O)c2nnn(/N=C(\c3ccccc3)C3CC3)c2n(C)c1=O	-8%
CCc1ccc(N2C(=O)/C(=C/c3cccs3)N(CC(=O)OC)C2=S)cc1	6%
CCOC(=O)CN1N=C(/C=C/c2ccc(C)cc2)CCC1=O	-8%
C=CCN1C(=O)CSc2ccc(C(=O)OCC)cc21	15%
CCCCC1(C)Cc2ccccc2C(=S)N1 (stereo not drawn)	-16%

Three entries from above in a different format.
| canonical_smiles | mouse EphA4 binding |
| --- | --- |
| COc1cccc(C2C=C(c3cccs3)Nc3ncnn32)c1OC (stereo not drawn) | 1% |
| Cc1cc(C)nc(SCc2nnc(SCC(=O)Nc3ccccc3C)n2Cc2ccco2)n1 | 15% |
| O=C(C1=C(O)C(=O)N(CCCN2CCOCC2)C1c1ccccn1)c1cc2ccccc2o1 (stereo not drawn) | -8% |

The results go on:
SMILES	mouse EphA4 binding
COc1ccc(Oc2nc3c(c(=O)n(C)c(=O)n3C)n2Cc2ccccc2)cc1	-2%
CC(Nc1ccccc1)C(=O)Nc1ccc(F)cc1 (stereo not drawn)	3%
COC(=O)CN1C(=O)C(O)(CC(=O)c2cccc(Br)c2)c2ccccc21 (stereo not drawn)	-34%
CCC(CO)NC(=O)c1cc2c(s1)CCC2 (stereo not drawn)	-44%
CC1(C)N=C(c2cccc(F)c2)C(=O)N1	4%
O=C1C=CC(=O)N1c1ccc(OC(F)F)cc1	3%
CC(NC(=O)c1ccc(F)cc1)c1ccccc1 (stereo not drawn)	-10%
CCOCCCNC(=O)C(c1ccc(Cl)cc1)N1CCC2(CC1)OCCO2 (stereo not drawn)	14%
CCc1ccccc1NC(=O)C1CC(=O)N(c2ccc(C)cc2)C1 (stereo not drawn)	16%
CCCC1C(C(=O)OCC)=C(C)NC(C)=C1C(=O)OCC	4%
Cc1ccccc1Cc1c(C)nc2ncnn2c1C	-10%
O=C(CSc1cccc2cccnc12)OCC(=O)c1ccccc1	-17%
Cc1ccc(NC(=O)c2ccc(S(=O)(=O)N3CCOCC3)cc2)nc1	-9%
CCC(CC)NC(=O)c1cc(OC)c(OC)cc1[N+](=O)[O-]	-3%
Cc1ccc(NC(=O)CSCCc2ccccn2)nc1	-24%
C=CCNC(=O)/C(=C\C=C\c1ccccc1)NC(=O)c1ccc(OCCCC)cc1	-8%
CCNc1cc(N2CCN(S(=O)(=O)c3ccc4c(c3)CCCC4)CC2)ccc1[N+](=O)[O-]	-2%
CCCn1c(=O)c2ccccc2n2c(SCC(=O)c3ccc(CC)cc3)nnc12	-6%
CS(=O)(=O)N(CC(=O)NCCc1ccccc1)c1ccc(Cl)cc1	-9%
COC(=O)c1ccc(NC(=O)CCc2c(C)nc3ncnn3c2C)cc1	-8%
N#CC1=C2SCN(c3ccccc3)CN2C(=O)CC1c1ccccc1Cl (stereo not drawn)	5%
Cc1cccc(OCCC(=O)NCC(c2ccco2)N2CCCCC2)c1 (stereo not drawn)	-12%
Cn1c(=O)oc2cc(S(=O)(=O)N3CCCC(C(=O)Nc4ccc5c(c4)OCCO5)C3)ccc21 (stereo not drawn)	-6%
COc1cccc(OCC(=O)NNC(=O)c2ccc(-c3ccccc3)cc2)c1	-17%
CC(=O)N(/N=C/c1cccc(C)c1)c1nc(-c2ccc(Br)cc2)cs1	-2%

2 consecutive records already listed, quoted:
SMILES	mouse EphA4 binding
COc1cccc(OCC(=O)NNC(=O)c2ccc(-c3ccccc3)cc2)c1	-17%
CC(=O)N(/N=C/c1cccc(C)c1)c1nc(-c2ccc(Br)cc2)cs1	-2%

New compounds follow.
SMILES	mouse EphA4 binding
CCOC(=O)c1cnn2c(C(F)(F)F)cc(-c3ccco3)nc12	-26%&-9%
Cc1cc(C)c2[nH]c(=O)c(C(c3nnnn3C(C)(C)C)N3CCN(C(=O)c4ccco4)CC3)cc2c1 (stereo not drawn)	-10%
CCS(=O)(=O)c1ccc2oc(Nc3ccc(C(C)C)cc3)nc2c1	-12%
CC1CC(C)CN(C(=O)c2cn(C)c3ccc(S(=O)(=O)N(C)C)cc3c2=O)C1 (stereo not drawn)	-25%
C=CCn1c(=O)c2c(nc3n2CC(C)CN3c2cccc(OC)c2)n(C)c1=O (stereo not drawn)	-2%
Cc1oc(-c2ccc(Cl)cc2)nc1CN1CCC(C(=O)NCc2cccs2)CC1	-10%
COc1ccc(-c2ccc(-c3noc(C4CCCCC4)n3)c(OC)n2)cc1	4%
Cc1ccc(N(CC(=O)N/N=C/c2ccco2)S(=O)(=O)c2ccccc2)cc1	16%
O=C(Nc1ccc2c(c1)OCO2)C1CCCN1C(=O)Nc1cccc(F)c1 (stereo not drawn)	7%
Cc1ccc(OCC(O)Cn2c(=N)n(CCN3CCOCC3)c3ccccc32)cc1 (stereo not drawn)	-16%
COc1ccc(-n2nnnc2SCC(=O)N2CCCC2)cc1OC	0%
COc1ccc(NC(=O)C(=O)N/N=C/c2cccnc2)c(OC)c1	-11%
CCn1c(SCc2nc3ccccc3[nH]2)nnc1-c1ccc(OC)cc1	-11%
Cc1ccc(/C(O)=C2/C(=O)C(=O)N(CCN3CCOCC3)C2c2cccs2)cc1 (stereo not drawn)	-2%
Cc1cc(C(=O)OCC(=O)N2CCOCC2)c2ccccc2n1	-9%
CCn1c(=O)n(CC(=O)N2CC(C)CC(C)C2)c(=O)c2ccccc21 (stereo not drawn)	2%
COC(=O)COC(=O)c1ccc(O)cc1	-9%
Cc1ccc(S(=O)(=O)N(Cc2ccccc2)c2ccccc2C(=O)NCCc2ccccc2)cc1	10%
COc1ccc(/C=C(\NC(=O)c2ccc(Cl)cc2)C(=O)NCc2ccco2)cc1OC	-16%
CCOc1cc(C2CC(=O)NC3=C2C(=O)C(C(=O)OC)C(C)C3)cc(Br)c1O (stereo not drawn)	5%
N#Cc1cc(N)ccc1Sc1ccccc1	-6%
CC(C)C(C(=O)Nc1nccs1)c1ccccc1 (stereo not drawn)	-4%
COc1ccc(CSc2nnc(C)n2N)cc1Br	-10%
O=C(CCCc1nc(-c2ccccc2Cl)no1)NCc1cccnc1	0%
COC(=O)c1ccccc1NC(=O)COc1ccccc1	-12%
Further compounds follow.
SMILES	mouse EphA4 binding
O=C(NC1CCCCC1)c1cccs1	5%
CCCC(=O)C1C(=O)CC(C)(C)C(c2cc(C)no2)C1=O (stereo not drawn)	-11%
Cc1[nH]nc2c1C(c1ccccc1F)NC2=O (stereo not drawn)	-3%
COCc1nnc(NC(=O)c2ccc(S(=O)(=O)N(C)C3CCCCC3)cc2)o1	-16%
CSc1nncc(-c2ccc(F)cc2)n1	6%
COc1ccc(CCNc2cc(N3CCN(C(=O)c4ccccc4F)CC3)ccc2[N+](=O)[O-])cc1OC	6%&-10%
O=C(Cn1cnc2c(oc3ccccc32)c1=O)NCc1ccco1	-2%
CC(=O)Nc1nnc(Cc2ccccc2)s1	-14%
CCOC(=O)/C(C#N)=C/c1cc2ccccc2nc1Cl	-8%
Cn1c(=O)c2c(nc(SCc3ccc([N+](=O)[O-])cc3)n2C)n(C)c1=O	-2%
O=C(NC(=S)Nc1cc([N+](=O)[O-])cc(Cl)c1O)c1ccccc1	-6%
Cc1cc(OCc2nn[nH]n2)c2c(-c3ccccc3)cc(=O)oc2c1	-9%
Cc1nnc(SCC(=O)NCC2CCCCC2)n(N)c1=O	-2%
CN1CCN(Cc2ccc(OCc3ccccc3)cc2)CC1	-10%
CC(=O)Nc1ccc(N(C)C)cc1[N+](=O)[O-]	6%
COc1cc2c(cc1OC)C1C/C(=N\O)C(CC(C)C)CN1CC2 (stereo not drawn)	-15%
O=C(O)c1ccc(NC(=O)C2C3CCC(C3)C2C(=O)O)cc1 (stereo not drawn)	3%
c1ccc(Cc2nc(-c3ccccn3)no2)cc1	-1%
Clc1ccc(Nc2nc(C3CC3)cs2)cc1	-7%
CN1CC(c2ccccn2)C2(SC(=S)N(Cc3ccccc3)C2=O)C12C(=O)Nc1ccccc12 (stereo not drawn)	-3%
CCc1nc(SCC(=O)Nc2nc3c(s2)CCCC3)c2ccccc2n1	-6%
CCOc1ccc(-c2nnn(CC(=O)NCc3ccco3)n2)cc1	7%
COc1ccc(CC(=O)O/N=C(\N)Cc2ccc(Cl)cc2Cl)cc1OC	5%
CCOC(=O)c1c(C)n(C(=O)c2ccco2)c(=O)n1C(=O)c1ccco1	-8%
O=c1c2ccccc2nc(SCc2ccc([N+](=O)[O-])cc2)n1-c1ccccc1	-26%

Pulled by compound from the entries so far, 4 records:
SMILES	mouse EphA4 binding
COc1ccc(CCNc2cc(N3CCN(C(=O)c4ccccc4F)CC3)ccc2[N+](=O)[O-])cc1OC	6%&-10%
O=C(O)c1ccc(NC(=O)C2C3CCC(C3)C2C(=O)O)cc1 (stereo not drawn)	3%
O=c1c2ccccc2nc(SCc2ccc([N+](=O)[O-])cc2)n1-c1ccccc1	-26%
CCOC(=O)/C(C#N)=C/c1cc2ccccc2nc1Cl	-8%

Following part:
SMILES	mouse EphA4 binding
CC1CCN(C(=O)CN2C(=O)C(=O)c3ccccc32)CC1	-5%
CCOC(=O)C1CCN(C(=O)C23CC4CC(CC(C4)C2)C3)CC1	-17%
CC(NC(=O)c1cc(-c2cccs2)on1)c1ccccc1 (stereo not drawn)	-9%
O=C(CN1CCN(Cc2ccccc2Cl)C1=O)NCc1ccco1	5%
C=CCn1c(C)cc(C)c(C#N)c1=O	-1%
O=C(c1cc2cc(Br)ccc2oc1=O)N1CCSC1c1ccc([N+](=O)[O-])cc1 (stereo not drawn)	-15%
O=C(COc1ccccc1[N+](=O)[O-])Nc1ccc(N2CCOCC2)c(Cl)c1	-3%
Cc1ccc(C)c(C(=O)CSc2n[nH]c(C)n2)c1	4%
Cc1cccc(-n2c(N)cc(=O)nc2SC(C)C(=O)NC2CCCCC2)c1 (stereo not drawn)	-19%
CCCCOc1ccc(C(=O)O/N=C(/c2ccncc2)c2ccc([N+](=O)[O-])cc2)cc1	12%
Nc1c(Cl)ncnc1N1CCOCC1	-12%
Cc1ccc(CN2CCN(CC(=O)NC(C)c3ccc4c(c3)OCCO4)C2=O)cc1 (stereo not drawn)	-9%
N#CC(C(=O)Nc1ccc(Cl)c(Cl)c1)=C1Nc2ccccc2N1	23%
Cc1nn(C)cc1CNC(=O)c1cnn2c1NC(c1ccc(Br)cc1)CC2C(F)(F)F (stereo not drawn)	-4%
c1ccc2c(N3CCOCC3)nc(-c3ccncc3)nc2c1	-4%
Cc1cc(/C=N/n2cnnc2)c(C)n1-c1ccc(OCc2ccccc2F)cc1	-27%
O=C(C1CC(c2ccc(F)cc2)=NO1)N1CCN(c2ccccc2)CC1 (stereo not drawn)	-16%
O=C(C1CC1)n1cc(C(=S)N2CCOCC2)c2ccccc21	8%
COCCNS(=O)(=O)c1ccccc1	-19%
Cc1cccc(C(=O)NNC(=O)C(=O)NC(C)(C)C)c1	-5%
O=C(O)c1ccc2c(c1)C(=O)N(C(Cc1ccc(O)cc1)C(=O)O)C2=O (stereo not drawn)	2%
CC1(C)CC(=O)C=C(NCc2ccc(Cl)c(Cl)c2)C1	15%
Cc1cc(C)nc(/N=C(\N)C2=C(O)CC(C)(C)CC2=O)n1	19%
Nc1c(C(=O)c2ccccc2)sc2snc(SCC(=O)c3ccccc3)c12	17%
O=c1cc(CSc2ccccn2)[nH]c(=O)[nH]1	-16%
COC(=O)c1cn(Nc2ncc(C(F)(F)F)cc2Cl)c(=O)c2ccccc12	6%
Cc1cc(=O)oc2cc(OCC(=O)NCCc3nc4ccccc4[nH]3)ccc12	5%

7 compounds already listed, arranged by the value under mouse EphA4 binding, highest first.
compound,mouse EphA4 binding
N#CC(C(=O)Nc1ccc(Cl)c(Cl)c1)=C1Nc2ccccc2N1,23%
O=C(O)c1ccc2c(c1)C(=O)N(C(Cc1ccc(O)cc1)C(=O)O)C2=O (stereo not drawn),2%
C=CCn1c(C)cc(C)c(C#N)c1=O,-1%
Cc1nn(C)cc1CNC(=O)c1cnn2c1NC(c1ccc(Br)cc1)CC2C(F)(F)F (stereo not drawn),-4%
Nc1c(Cl)ncnc1N1CCOCC1,-12%
CCOC(=O)C1CCN(C(=O)C23CC4CC(CC(C4)C2)C3)CC1,-17%
Cc1cc(/C=N/n2cnnc2)c(C)n1-c1ccc(OCc2ccccc2F)cc1,-27%
